# LYP inhibition = inhibitors of LYP phosphatase, biochemical, fluorescence intensity, uHTS (AID 1779). recombinant LYP phosphatase, fluorescence intensity; higher % means a stronger effect. inhibition, % at 11.5 µM, or IC50 in µM where a hit was titrated. 290,000 compounds, 0.054% hits; in the data active means inhibition above about 50%;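 further: plate controls were vehicle with enzyme for no effect and no enzyme for full effect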
# PhoP inhibition = PhoP-dependent GFP reporter repression – Salmonella Typhimurium, primary screen (AID 1863). S. Typhimurium PhoP-regulated promoter GFP reporter, 4 h; higher % means a stronger effect. one-dose inhibition, % at 50 µM; IC50 in µM for titrated hits. 300,000 compounds, 0.16% hits;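 active means inhibition over 29.93%, a cutoff 3 SD above the screen mean, later confirmed by dose response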;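 further: 0% = low Mg2+ inducing control and 100% = high Mg2+ repressing control; strong numbers were not always called active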
# NTR1 ag = agonists of NTR1, primary screen, imaging, U2OS cells, beta-arrestin-GFP, high content (AID 493036); P30989; NTR1-U2OS beta-arrestin-GFP spot imaging, agonist mode; activation, % at 20 µM; 330,000 compounds, 0.17% hits;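 active means activation at or above 40% of the spot to cytoplasm intensity ratio, with at least 20 cells analyzed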;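 further: 0% = DMSO without peptide and 100% = 100 nM NTR1 peptide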
# Target sequence (P30989 whole entry, looked up): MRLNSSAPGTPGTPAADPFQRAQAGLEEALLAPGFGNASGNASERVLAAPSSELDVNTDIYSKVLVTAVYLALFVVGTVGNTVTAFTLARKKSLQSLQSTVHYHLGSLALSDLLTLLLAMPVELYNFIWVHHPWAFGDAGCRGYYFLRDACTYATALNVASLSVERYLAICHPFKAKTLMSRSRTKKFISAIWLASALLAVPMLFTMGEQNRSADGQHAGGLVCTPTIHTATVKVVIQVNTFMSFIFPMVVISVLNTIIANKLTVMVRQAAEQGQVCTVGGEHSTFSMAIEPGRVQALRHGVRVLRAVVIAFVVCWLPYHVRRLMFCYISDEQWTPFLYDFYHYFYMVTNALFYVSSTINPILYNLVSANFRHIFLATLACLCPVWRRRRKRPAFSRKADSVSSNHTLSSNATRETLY
# HIV peptide binding = cell-free HIV fusion peptide-binding blockers – biochemical, uHTS, fluorescence dequenching, primary screen (AID 1986) | cell-free peptide binding, fluorescence dequenching, 30 min; higher % means a stronger effect | 290,000 compounds, 0.3% hits | inhibition, % at 20 µM, or IC50 in µM where a hit was titrated; in the data active means inhibition mostly above about 52%, no sharp cut-off; inactive means mostly below about 76%; further: some results filed as inactive read as strong as hits
# GPR35 arrestin U2OS = GPR35 antagonists blocking zaprinast-driven arrestin recruitment, primary screen, imaging, U2OS, beta-arrestin-GFP, zaprinast agonist (AID 2058); U2OS GPR35 beta-arrestin-GFP translocation imaging, zaprinast antagonism; higher % means a stronger effect; inhibition, % at 10 µM; hits with a dose series show IC50 in µM; 290,000 compounds, 0.052% hits;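 active means inhibition of at least 50% with at least 30 cells and total cytoplasm GFP at most 10,000,000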
# Siah-1 displacement = blockers of Siah-1 interaction with plectin peptide – biochemical, fluorescence polarization, rhodamine-plectin, uHTS, primary screen (AID 1817). Siah-1 / rhodamine-plectin peptide fluorescence polarization; higher % means a stronger effect. displacement, % at 20 µM; hits with a dose series show IC50 in µM. 290,000 compounds, 0.02% hits;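 active means displacement of at least 50% at 20 µM, with a fluorescence ratio check between 0.3 and a set limit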;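 further: plate controls were Siah plus tracer with DMSO for no effect and tracer alone without Siah for full effect; strong numbers were not always called active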
# GPR55 antagonists = inhibition of LPI-stimulated GPR55 beta-arrestin translocation – imaging, U2OS, beta-arrestin-GFP, LPI agonist, primary screen (AID 2013). 290,000 compounds, 0.13% hits. U2OS GPR55 beta-arrestin-GFP translocation imaging, LPI antagonism; higher % means a stronger effect. one-dose inhibition, % at 10 µM; IC50 in µM for titrated hits;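 active means spots per cell inhibited over 60%, with over 100 cells counted and total cytoplasm intensity under 500,000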;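 further: U2OS cells stably carrying GPR55 and arrestin-GFP stimulated by 5 µM LPI near EC80; imaged beta-arrestin-GFP aggregate spots per cell after agonist stimulation; plate controls were LPI-stimulated DMSO wells for no effect and DMSO wells without LPI for full effect; some results filed as inactive read as strong as hits; confirmed hits need IC50 under 10 µM and bright autofluorescent wells are also inconclusive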
# Myeloid diff MLP = promotes myeloid progenitor differentiation. ER-HoxA9 myeloid progenitors, lysozyme-GFP differentiation, flow cytometry. calls only at 10 µM. 360,000 compounds, 1% hits. AID 624256;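 active means normalized GFP-positive differentiation at or above the plate's own cutoff, the solvent-only control mean plus 3 SD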;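 further: cells exposed to compound for four days before flow analysis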
# MgcRacGAP inhibition = MgcRacGAP GTPase-activating activity inhibitors, confirmation, biochemical, ADP Hunter fluorescence; MgcRacGAP-stimulated Rac1 GTP hydrolysis, ADP Hunter fluorescence; higher % means a stronger effect; GST-tagged Rac1 F28L mutant substrate; 340,000 compounds, 0.6% hits; inhibition, % at 30 µM, or IC50 in µM where a hit was titrated;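 active means first-screen hits whose inhibition reached a set limit at any dose in the follow-up dose series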;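 further: fluorescence reports GDP produced by GAP-driven GTP hydrolysis; strong numbers were not always called active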
# NTR1 ag cell count 20 µM = second read-out of NTR1 ag, no call of its own (marks repeat the call); cell count; measured here: cell count, cytotoxicity flag
# Myeloid diff MLP GFP+ MAC1+ % = also measured in Myeloid diff MLP; calls as there; GFP+ MAC1+ double positive, %; measured here: differentiation confirmed by MAC1 staining
# Starred values were filed as active, the others as inactive; i = inactive; · = no result given. Random draw from the library; 2.4% or so of the library scored in one or more.
SMILES,LYP inhibition,PhoP inhibition,NTR1 ag,NTR1 ag cell count 20 µM,HIV peptide binding,GPR35 arrestin U2OS,Siah-1 displacement,GPR55 antagonists,Myeloid diff MLP,Myeloid diff MLP GFP+ MAC1+ %,MgcRacGAP inhibition
COc1cccc(C=Nc2ccccc2C(=O)Nc2nccs2)c1OC,-19.5%,10.4%,0.0,54,-0.3%,25.9%,1.3%,0.4%,i,0.9,7.7%
Cc1nn(CC(=O)NCc2cc3ccccc3[nH]2)c(C)c1[N+](=O)[O-],-3.0%,-1.2%,1.1,51,-0.7%,-4.1%,-2.1%,7.6%,i,0.3,1.0%
Cc1ccc(NC(=O)CSc2nc(=O)cc(N)n2-c2ccccc2)cc1,-8.1%,-5.6%,-3.4,86,-1.2%,-4.5%,-4.8%,2.3%,i,2.8,8.8%
O=C(NC1CCCCCC1)c1cccs1,-2.4%,2.7%,-1.4,63,-1.6%,7.1%,-3.3%,-4.8%,i,9.6,-1.9%
Cc1cc(N2CCN(c3ccccc3)CC2)nc(-n2nc(C)cc2C)n1,-4.6%,18.2%,6.6,63,1.6%,29.0%,1.4%,26.2%,i,4.5,0.9%
COc1ccccc1NS(=O)(=O)c1ccc2oc(SCc3ccc(C#N)cc3)nc2c1,-1.0%,-3.3%,2.3,68,-1.4%,2.0%,0.3%,3.7%,i,0.3,-3.0%
Cc1ccc2c(c1)/C(=C/c1ccc(F)cc1)C(=O)N2,-0.2%,-1.4%,15.2,102,-2.1%,-11.4%,-1.0%,11.5%,i,0.5,10.4%
O=C1OCC2=C1C(c1ccc3c(c1)OCO3)Sc1ccccc1N2 (configuration not stated),9.8%,-5.5%,0.8,78,-0.1%,-1.4%,0.1%,8.8%,i,0.0,3.8%
CC(Sc1nnc2c(n1)C1CCC2(C)C1(C)C)C(=O)Nc1ccccc1 (configuration not stated),-1.7%,-13.2%,0.6,27,-0.5%,-6.0%,-1.8%,-9.1%,i,0.2,3.2%
COc1ccc(C(C(=O)NC2CCCC2)N2CCc3ccccc32)cc1 (configuration not stated),88.2%*,-3.3%,1.1,85,-1.8%,-13.3%,-1.0%,7.4%,i,1.4,7.0%
COc1ccc(CCNC(=O)/C=C/c2ccc(C)cc2)cc1OC,-6.7%,-0.8%,-0.4,77,-0.9%,26.5%,-2.3%,24.8%,i,3.0,6.0%
O=C(Nc1ccccc1-c1ccccc1)c1ccc(NC(=O)c2ccco2)cc1,-10.0%,-3.0%,2.3,69,-2.5%,-13.6%,1.2%,2.7%,i,0.6,6.2%
CSCCC1C(C#N)=C(N)Oc2n[nH]c(-c3cccs3)c21 (configuration not stated),-3.1%,0.7%,5.6,62,-1.3%,12.2%,-2.4%,-8.3%,i,0.2,9.6%
Cc1ccccc1CS(=O)(=O)c1nnc([C@H](Cc2ccccc2)NC(=O)OC(C)(C)C)o1,0.1%,-1.0%,-0.1,28,-0.5%,7.6%,-6.2%,8.7%,i,2.7,-1.7%
Cc1ccc(S(=O)(=O)CCC(=O)Nc2ccc(S(=O)(=O)N(C)C)cc2)cc1,-3.8%,4.8%,-1.3,55,-0.4%,-14.0%,7.0%,5.3%,·,·,·
COc1ccc(-c2cc(C(F)(F)F)n3nc(C(=O)N4CCCCC4)cc3n2)cc1,-7.6%,10.8%,2.6,57,0.6%,16.3%,-1.9%,-18.6%,i,0.8,-1.8%
CN1CCN(S(=O)(=O)c2ccc(-c3ccc(S(=O)(=O)N4CCN(C)CC4)cc3)cc2)CC1,-1.4%,·,·,·,1.1%,-1.6%,-6.9%,3.3%,·,·,·
COc1ccc(CC(=O)Nc2cc(C)ccc2O)cc1OC,-7.1%,3.6%,-1.2,47,0.3%,-6.7%,-0.6%,7.1%,i,1.0,1.7%
Cc1ccc(CNc2ncnc3cc(Cl)ccc23)o1,-1.4%,-2.9%,-0.4,64,1.1%,-3.6%,3.0%,14.2%,i,0.4,6.1%
CCN(CC)S(=O)(=O)c1cc([N+](=O)[O-])ccc1NNC(=O)Nc1ccccc1OC,-4.5%,-4.9%,0.6,65,-1.4%,-1.1%,-1.8%,-5.0%,i,0.4,8.2%
COCCn1c(NC(=S)NC(=O)C23CC4CC(CC(C4)C2)C3)cc(=O)[nH]c1=O,4.9%,-10.0%,7.9,50,1.6%,-15.7%,-2.6%,-6.5%,i,0.6,15.6%
COc1ccc(N=C/C=C2/C=C(c3ccccc3)OC(C)(C)O2)cc1,-3.6%,-1.4%,2.5,91,-3.1%,2.0%,-3.0%,-6.6%,i,0.2,1.7%
CN1CCN(c2ccc(Cl)cc2NC(=O)c2ccc(=O)n(C)n2)CC1,-5.3%,-1.7%,1.0,62,-1.0%,-2.1%,6.8%,-10.4%,i,0.1,3.3%
CCNC(=O)CN(C1CCCCC1)S(C)(=O)=O,-3.6%,-5.8%,1.4,45,0.1%,-8.5%,-1.4%,8.2%,i,0.4,-7.2%
O=[N+]([O-])c1cc(C(F)(F)F)cc([N+](=O)[O-])c1NN=C1CCCCC1,3.0%,-0.7%,5.3,70,43.0%,1.1%,2.4%,9.0%,i,0.5,13.0%
Cc1cccc(N2CC(C(=O)Nc3nc4ccc(S(C)(=O)=O)cc4s3)CC2=O)c1C (configuration not stated),-1.6%,2.9%,0.4,49,4.1%,-5.5%,-0.2%,8.3%,i,3.0,5.2%
CCCCN1CCNC1=S,-0.5%,-7.5%,-1.2,75,3.3%,1.9%,2.5%,-0.1%,i,0.8,7.7%
Cc1cc(OCC(=O)NCc2ccccn2)c2c(C)cc(=O)oc2c1,-12.3%,-7.0%,1.1,76,3.1%,2.3%,-0.4%,-0.6%,i,0.8,2.2%
COc1ccc(-n2c(Cc3cccn3C)nnc2SCC(=O)Nc2cccc(OC)c2)cc1,3.8%,-4.0%,2.2,42,1.4%,2.6%,-1.5%,-1.0%,i,1.5,2.9%
O=C(CCn1cccn1)N1CCCC(N2CCN(c3cccc(C(F)(F)F)c3)CC2)C1 (configuration not stated),-8.8%,5.7%,1.7,43,2.0%,1.9%,4.3%,7.7%,i,1.1,7.0%
COc1ccc(NC2=CC(=O)CC(c3ccccc3)C2)cc1 (configuration not stated),-2.4%,1.9%,1.4,40,-0.5%,-15.8%,11.6%,0.7%,i,0.2,-0.7%
COc1ccccc1CC(=O)NCc1ccc2c(c1)OCO2,-9.9%,13.0%,-0.5,74,0.1%,-1.2%,-5.0%,12.4%,i,1.8,7.9%
CCOC(=O)Cc1c(C)nc2c(-c3ccccc3)c(-c3ccccc3)[nH]n2c1=O,-4.4%,-0.8%,-0.3,78,2.7%,2.0%,2.0%,16.8%,i,1.9,-1.8%
O=C(NC1CCCC1)C1CCN(c2cnccn2)CC1,-4.7%,-1.9%,0.3,29,-0.4%,10.4%,-3.4%,4.1%,i,0.4,4.5%
Cc1ccnc(NC(=O)c2cc(-n3cnnc3)ccc2Cl)c1,-5.6%,-0.8%,0.2,62,-0.1%,-24.6%,-0.4%,1.6%,i,0.9,-3.8%
CCCOc1ccc(-c2c(C(=O)N/N=C/c3ccccc3OCC)nnn2-c2nonc2N)cc1,-6.2%,-4.7%,0.0,58,8.2%,7.0%,2.3%,5.1%,i,3.5,-2.5%
CCN(CC(=O)N1CCOCC1)S(=O)(=O)c1ccc(F)cc1,0.7%,-3.7%,-1.5,41,1.5%,-12.6%,-1.9%,3.2%,i,1.4,3.1%
COc1ccc(-c2nnn(CC#N)n2)cc1OC,-4.3%,-10.3%,0.3,64,0.8%,1.4%,1.8%,10.9%,i,0.5,7.9%
COc1cccc(C=N[C@@H](CO)[C@@H](O)c2ccc([N+](=O)[O-])cc2)c1O,-1.5%,16.7%,3.2,53,-1.0%,4.0%,1.3%,-0.5%,i,0.2,-3.1%
COc1ccccc1Oc1nc2ccccn2c(=O)c1/C=C(\C#N)C(=O)Nc1c(C)n(C)n(-c2ccccc2)c1=O,3.2%,-4.1%,1.3,43,-1.0%,5.6%,2.0%,0.1%,i,1.3,11.4%
CCOc1ccc(CCNC(=O)C2CCCN(S(C)(=O)=O)C2)cc1OCC (configuration not stated),-6.4%,1.3%,1.2,85,-0.5%,8.4%,9.1%,1.5%,i,0.2,12.5%
O=C(Nc1cccc([N+](=O)[O-])c1)Nn1cnnc1,-6.9%,8.4%,-0.6,51,0.3%,11.4%,-2.5%,-5.1%,i,0.5,5.6%
COc1ccc(S(=O)(=O)N(C)CC(=O)N2CCCCCC2)cc1OC,3.6%,6.6%,2.1,29,-1.0%,-3.9%,0.8%,-3.4%,i,1.5,7.0%
COc1cc(NC(=O)COc2c(C)cc(C)cc2[N+](=O)[O-])c(OC)cc1Cl,2.0%,-8.0%,1.6,83,-0.1%,0.5%,12.1%,13.6%,i,1.0,5.4%
Cc1ccc(N2CC(C(=O)Nc3cccnc3)CC2=O)cc1Cl (configuration not stated),-7.6%,-0.1%,-1.4,55,1.3%,0.5%,-12.9%,-1.2%,i,3.7,4.6%
N#CCCNS(=O)(=O)c1ccc(C(=O)OCC2CCCCC2)cc1,-5.2%,2.5%,-0.5,51,-0.6%,17.7%,3.5%,10.5%,i,0.8,2.5%
COc1cccc(N2CC(C(=O)N3CCC4(CC3)CC(=O)c3ccccc3O4)CC2=O)c1 (configuration not stated),·,-0.7%,2.5,52,·,·,·,·,i,0.7,-2.0%
C=CCSc1nnc(-c2cnn(-c3ccccc3)c2-n2cccc2)n1C,-5.0%,-8.6%,-0.4,51,2.0%,-6.1%,1.2%,-4.1%,i,2.3,-2.2%
CCCCN(C)CCCNC(=O)CS(=O)Cc1nc(-c2ccc(OC)c(OC)c2)oc1C (configuration not stated),-1.0%,-6.4%,-0.4,80,-3.2%,1.6%,3.7%,4.8%,i,0.8,-0.6%
O=[N+]([O-])c1ccc(/C=N/Nc2ncc(-c3ccccc3)cn2)cc1,-1.3%,-5.2%,-0.5,96,-3.9%,19.8%,19.0%,6.9%,i,0.2,-1.2%

# Structures from the list above that have a furan ring, fused or not:
SMILES,LYP inhibition,PhoP inhibition,NTR1 ag,NTR1 ag cell count 20 µM,HIV peptide binding,GPR35 arrestin U2OS,Siah-1 displacement,GPR55 antagonists,Myeloid diff MLP,Myeloid diff MLP GFP+ MAC1+ %,MgcRacGAP inhibition
O=C(Nc1ccccc1-c1ccccc1)c1ccc(NC(=O)c2ccco2)cc1,-10.0%,-3.0%,2.3,69,-2.5%,-13.6%,1.2%,2.7%,i,0.6,6.2%
Cc1ccc(CNc2ncnc3cc(Cl)ccc23)o1,-1.4%,-2.9%,-0.4,64,1.1%,-3.6%,3.0%,14.2%,i,0.4,6.1%

# Bioassay records as filed in PubChem.
